PI5P4Ka inh = blocks human PI5P4K alpha kinase activity; PI5P4Kalpha enzyme, ADP-Glo luminescence, 60 min; hits give low values; max response, %; hit rate 1.2% among 330,000; active = max response of -50% or lower; inconclusive = between -30% and -50%; inactive = -30% or higher; note: value at the top dose of about 77 µM; % is set by controls: 0 for no effect and ±100 for the full control effect
Target sequence (P48426 whole entry, looked up): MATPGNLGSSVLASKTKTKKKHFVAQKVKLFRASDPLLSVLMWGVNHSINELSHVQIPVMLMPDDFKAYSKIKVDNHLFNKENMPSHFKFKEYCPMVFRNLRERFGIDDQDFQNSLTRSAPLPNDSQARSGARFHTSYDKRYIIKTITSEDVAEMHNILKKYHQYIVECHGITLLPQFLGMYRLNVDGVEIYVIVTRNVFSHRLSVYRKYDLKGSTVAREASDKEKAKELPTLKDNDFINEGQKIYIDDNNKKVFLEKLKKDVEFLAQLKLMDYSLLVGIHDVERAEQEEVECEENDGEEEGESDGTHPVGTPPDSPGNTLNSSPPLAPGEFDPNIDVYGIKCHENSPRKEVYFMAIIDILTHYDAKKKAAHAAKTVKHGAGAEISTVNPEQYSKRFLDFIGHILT
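Luminescence from ADP-Glo served as readout of PI5P4Kalpha activity in a qHTS format. Reaction: enzyme, substrate, compound, ATP at 5 microM final, 60 min at RT.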
GLP1R cytotox = cytotoxic in the GLP-1 receptor inverse agonist counter-screen; HEK293 cAMP-luciferase reporter cells, luminescence, 24 h; Potency, µM (top dose mostly 38.3 µM), for inactives: at the top dose activity change, negative = inhibition, most hits filed as inhibitors; hit rate 0.13% among 410,000; AID 624418;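 note: loss of luciferase light is scored as toxicity; potency is the fitted concentration of half-maximal effect; % is set by controls: 0 for no effect and ±100 for the full control effect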
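Quantitative HTS format, 1536 wells, 200 cells/uL seeded. Compounds: 23 nL, 24 h, 37 °C. Detection: luciferase reagent, luminescence at 12 min RT; decreased signal taken as cytotoxic.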
EPAC1 ag = agonists of human EPAC1 | O95398 | Potency, µM (titrated, usually from 154 µM), without a hit: at the top dose activation, hits mostly activators | EPAC1 agonist qHTS, biochemical assay; response scale: 100% = response to 6.5 mM cAMP | hit rate 0.073% among 360,000; note: potency is the fitted concentration of half-maximal effect; nearly all actives have a fitted effect of over 60% in size
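Multi-concentration qHTS readout: loss of Rap1B-bound BODIPY-GDP fluorescence driven by 100 nM EPAC1 with excess GDP (50 uM), monitored kinetically at room temperature; agonist response expressed relative to 6.5 mM cAMP.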
EPAC1 antagonist = antagonists of human EPAC1; Potency, µM (top dose mostly 115 µM), without a hit: top-dose activity change, negative = inhibition, usual class: inhibitors; AID 720709; hit rate 0.14% among 360,000; EPAC1 GEF assay, Rap1b-BODIPY-GDP exchange fluorescence;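 note: potency is the fitted concentration of half-maximal effect; plate controls were vehicle for no effect and positive control for full effect; nearly all actives have a fitted effect of over 50% in size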
PLK1 PBD block = inhibitors of human PLK1 polo-box domain binding; P53350; Plk1 PBD binding of FITC phosphopeptide, fluorescence polarization; Potency, µM, inactives show max response, negative = inhibition, actives largely listed as inhibitors; hit rate 2.8% among 360,000; note: potency is the fitted concentration of half-maximal effect; series mostly up to about 57 µM; % is set by controls: 0 for no effect and ±100 for the full control effect; nearly all actives have a fitted effect of over 65% in size
IL-2 act = activates IL-2 in a cell-based reporter assay | hit rate 0.065% among 360,000 | AID 652025 | activation, % (series mostly up to about 46 µM) | IL-2 activation reporter assay, cell-based qHTS; stimulated with anti-CD3/CD4/CD28 beads; in transgenic mouse T cells; in the data active = activation above about 50%; inconclusive = mostly about 30% to 49%; note: 0% is about no effect
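Unstimulated transgenic mouse T cells; 60-min compound exposure; bead-based TCR/CD4/CD28 stimulation; 18 h culture, 37 degrees C; dual fluorescence (EGFP, DsRed) plate cytometry.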
GLP1R ag = agonists of human GLP-1 receptor. P43220. HEK293 GLP-1R CRE-luciferase, luminescence, 4-6 h; cells express a hypersensitive GLP-1R form. Potency, µM (doses to about 45.6 µM), inactives show at the top dose activation, actives largely listed as activators. hit rate 0.007% among 380,000; note: potency is the fitted concentration of half-maximal effect; % of control where 0% means no effect
PTHR1 agonist = activates the human parathyroid hormone receptor PTHR1; hit rate 0.075% among 410,000; Potency, µM (doses to about 115 µM), for the others: top-dose activation, usual class: activators; Q03431; HEK293 GP2 PTHR1 cells, GloSensor cAMP luminescence, 1 h; AID 743266; note: potency is the fitted concentration of half-maximal effect; nearly all actives have a fitted effect of over 55% in size; some results filed as inactive show a strong effect at the top dose; inactives centre near -15; many of its hits are not listed in these tables
Target sequence (Q03431 whole entry, looked up): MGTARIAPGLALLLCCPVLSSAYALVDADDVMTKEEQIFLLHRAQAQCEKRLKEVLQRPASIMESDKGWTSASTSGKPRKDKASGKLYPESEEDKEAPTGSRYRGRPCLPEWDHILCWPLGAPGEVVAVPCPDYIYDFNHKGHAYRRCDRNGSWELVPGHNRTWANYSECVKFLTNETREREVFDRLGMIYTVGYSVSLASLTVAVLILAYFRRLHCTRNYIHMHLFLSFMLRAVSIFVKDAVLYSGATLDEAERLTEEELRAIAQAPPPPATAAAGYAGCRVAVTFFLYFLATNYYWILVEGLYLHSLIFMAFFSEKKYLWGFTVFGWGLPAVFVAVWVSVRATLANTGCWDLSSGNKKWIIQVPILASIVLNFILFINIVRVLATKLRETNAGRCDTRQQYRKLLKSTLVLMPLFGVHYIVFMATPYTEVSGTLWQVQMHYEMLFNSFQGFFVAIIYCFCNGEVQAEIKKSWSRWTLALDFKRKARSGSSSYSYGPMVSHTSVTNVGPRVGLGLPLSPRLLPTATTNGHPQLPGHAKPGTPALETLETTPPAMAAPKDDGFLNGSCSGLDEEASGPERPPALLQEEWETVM
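HEK-293-derived GP2 cells expressing PTHR1 and a GloSensor cAMP reporter, 3,000/well, plated overnight, given luciferin plus IBMX (each 0.5 mM as added) for 1 h at 37 °C, then compound for 1 h at 37 °C. Luminescence was read after 15 min at room temperature.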
GLP1R inv ag = inverse agonists of human GLP-1 receptor; hit rate 1.6% among 410,000; Potency, µM (titrated, usually from 38.3 µM), for inactives: top-dose activity change, negative = inhibition, most hits filed as inhibitors; AID 624417; HEK293 GLP-1R CRE-luciferase, luminescence, 24 h; GLP-1R form is constitutively active; note: potency is the fitted concentration of half-maximal effect; % is set by controls: 0 for no effect and ±100 for the full control effect; nearly all actives have a fitted effect of over 55% in size
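Constitutively active GLP-1R drives a cAMP-responsive luciferase in stably transfected HEK293 cells; test compounds are added after overnight (12 h) attachment and left 24 hr, and signal loss in luminescence marks inhibition.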
Starred values were filed as active, the others as inactive; i = inactive; u = inconclusive; x = no result given; & = joins results of further samples; [ ] = another dose, or the depositor's remark. Unless noted, calls come from the whole dose curve; as a rule, active = well fitted curve in the direction sought with a large enough effect; inconclusive = small, poorly fitted or top-dose-only effect, or another doubt; inactive = no such curve, though single readings can be large; an effect the other way counts as inactive or inconclusive.

no. | molecule | PI5P4Ka inh | GLP1R cytotox | EPAC1 ag | EPAC1 antagonist | PLK1 PBD block | IL-2 act | GLP1R ag | PTHR1 agonist | GLP1R inv ag
1 | Cn1c(=O)c2cc(NC(=O)NCCc3ccccc3)ccc2n1Cc1ccccc1 | -6 | 4% | -11% | -16% | 1% | 0.7 | 8% | -23% | 1%
2 | COC(=O)c1ccc(CSc2nnnn2Cc2ccccc2)cc1 | x | 2% | 16% | -1% | -2% | -0.7 | u | -9% | 0%
3 | COc1ccc2[nH]cc(/C=N/NS(=O)(=O)c3ccc(C)cc3)c2c1 | 3 | 3% | 5% | -28% | -12% | -0.1 | 0% | -78%[inhibitor] | -10%
4 | CCN1CCN(C(c2ccccc2)c2nnnn2Cc2ccc(OC)cc2)CC1 (stereo not drawn) | -2 | 7% | 15% | -2% | -6% | -0.6 | 2% | -93%[inhibitor] | -26%
5 | Cc1ccc(C(=O)Oc2oc(-c3ccccc3)nc2C=Nc2ccc(N(C)C)cc2)cc1 | -2 | -13% | -5% | 10% | 72%[activator] | 0.3 | -6% | i | -2%
6 | Cc1cc2nn(-c3ccc(F)cc3)nc2cc1NC(=O)c1cccc2ccccc12 | x | -1% | x | x | x | x | -3% | -4% | 5%
7 | Cc1nn(C)c(C)c1NC(=O)c1ccnn1C | -2 | -4% | 0% | 6% | 2% | -0.3 | -15% | i | 20%
8 | C/C(=N\NC(=O)c1ccccc1[N+](=O)[O-])c1ccc(Br)s1 | -6 | -5% | -3% | 14% | -4% | 1.2 | 11% | -12% | -21%
9 | O=C(/C=C/c1ccccc1)OCc1cnc(Cl)s1 | -6 | -5% | 11% | 3% | -2% | 0.2 | -3% | i | -7%
10 | O=[N+]([O-])c1ccc2[nH]c(O)c(N=NC(=S)Nc3cccnc3)c2c1 | u | u | 8% | -25% | u | 0.6 | -1% | -11% | 2%

Laid out differently: results already given.
Each structure is followed by: PI5P4Ka inh	GLP1R cytotox	EPAC1 ag	EPAC1 antagonist	PLK1 PBD block	IL-2 act	GLP1R ag	PTHR1 agonist	GLP1R inv ag
[5] Cc1ccc(C(=O)Oc2oc(-c3ccccc3)nc2C=Nc2ccc(N(C)C)cc2)cc1
  -2	-13%	-5%	10%	72%[activator]	0.3	-6%	i	-2%
[7] Cc1nn(C)c(C)c1NC(=O)c1ccnn1C
  -2	-4%	0%	6%	2%	-0.3	-15%	i	20%
[8] C/C(=N\NC(=O)c1ccccc1[N+](=O)[O-])c1ccc(Br)s1
  -6	-5%	-3%	14%	-4%	1.2	11%	-12%	-21%
[6] Cc1cc2nn(-c3ccc(F)cc3)nc2cc1NC(=O)c1cccc2ccccc12
  x	-1%	x	x	x	x	-3%	-4%	5%
[1] Cn1c(=O)c2cc(NC(=O)NCCc3ccccc3)ccc2n1Cc1ccccc1
  -6	4%	-11%	-16%	1%	0.7	8%	-23%	1%
[10] O=[N+]([O-])c1ccc2[nH]c(O)c(N=NC(=S)Nc3cccnc3)c2c1
  u	u	8%	-25%	u	0.6	-1%	-11%	2%
[4] CCN1CCN(C(c2ccccc2)c2nnnn2Cc2ccc(OC)cc2)CC1 (stereo not drawn)
  -2	7%	15%	-2%	-6%	-0.6	2%	-93%[inhibitor]	-26%

Further entries follow.
no. | molecule | PI5P4Ka inh | GLP1R cytotox | EPAC1 ag | EPAC1 antagonist | PLK1 PBD block | IL-2 act | GLP1R ag | PTHR1 agonist | GLP1R inv ag
11 | COc1ccccc1-c1nc2n(n1)C(c1cccs1)C(C(=O)Nc1cccnc1)=C(C)N2 (stereo not drawn) | x | -8% | 10% | 1% | -10% | -2.5 | 0% | -16%[57.5 µM] | 4%
12 | CCCNc1c(NS(=O)(=O)c2ccc(C)cc2C)c(=O)oc2ccccc12 | -3 | -7% | -4% | 2% | -10% | -1.3 | 10% | -22% | 6%
13 | COc1ccc(OC)c(/C=N/NC(=O)c2ccc(=O)[nH]n2)c1 | 1 | 8% | 4% | -9% | -5% | 0.9 | -1% | i | 6%
14 | Cc1ccc(-n2c(=O)c3ccc(C(=O)NCc4ccco4)cc3n(Cc3ccccc3C#N)c2=O)cc1 | 0 | u | 8% | -9% | -5% | -3.3 | 5%&0% | -19% | u
15 | O=C(Nc1nnc(-c2ccc(Cl)cc2)o1)C1CCCCC1 | 2 | 8% | 5% | -7% | -4% | -3.3 | 3% | i | 10%
16 | Cc1cc(C)c(S(=O)(=O)N2CCOC2CNC(=O)C(=O)NCc2cccnc2)c(C)c1 (stereo not drawn) | 0 | 2% | -2% | 1% | -10% | -1.0 | -7% | i | 0%
17 | C=CCN1C(=O)c2ccc(C(=O)OCC(=O)N(CC)c3c(N)n(Cc4ccccc4)c(=O)[nH]c3=O)cc2C1=O | 2 | 1% | -13% | -3% | -3% | 0.7 | 0% | -91%[inhibitor] | 12%
18 | CC(OC(=O)CC1Sc2ccccc2NC1=O)C(=O)NC1CCCC1 (stereo not drawn) | -9 | 9% | 0% | 1% | -14% | 0.5 | 4% | i | -11%
19 | O=C1CCC(C(=O)Nc2ccc([N+](=O)[O-])cc2)N1 (stereo not drawn) | -54* | -18% | 9% | 5% | -1% | -3.5 | 26% | -4% | 1%
20 | CCCCCCCCCCCCCCC(O)C[N+](C)(CCO)CCO (stereo not drawn) | -72* | u | 6% | 1% | -23% | -6.0 | -16% | i | u
21 | Cc1cc(=O)nc2c3ccccc3n(C(C)C(=O)NCCC(C)C)n12 (stereo not drawn) | -2 | -2% | -22% | 8% | 27µM* | 0.3 | 9% | 2% | 7%
22 | O=C(CC1SC(=Nc2ccc(O)cc2)NC1=O)Nc1ccccc1 (stereo not drawn) | 4 | -12% | 2% | -10% | -1% | -1.1 | 0% | i | 0%
23 | CC(=O)c1cccc(NC(=O)CN(Cc2ccccc2)S(C)(=O)=O)c1 | x | 5% | 8% | -1% | -7% | 0.3 | -7% | i | 0%
24 | CC(C)[C@H]1COCCS(=O)(=O)N1Cc1ccc(Cl)cc1 | -1 | 7% | -16% | -18% | 5% | 1.4 | -2% | -8% | -14%
25 | Cc1ccc(N=C2SC(C(=O)O)CC(=O)N2C)cc1C (stereo not drawn) | 2 | 1% | -9% | -16% | -8% | 0.4 | -3% | i | 5%
26 | O=C(Cn1nc(C(=O)O)c2ccccc2c1=O)NCC1CCCO1 (stereo not drawn) | -5 | 15% | 1% | 8% | -11% | -0.1 | 9% | 6%[57.5 µM] | 8%
27 | O=C(c1cc(-c2ccncc2)nc2ccccc12)N1CCN(c2ncccn2)CC1 | 1 | 3% | -2% | 10% | -2% | -0.2 | 1% | i | 7%
28 | Cn1c(CN2CCCC2)nc2cc(NC(=O)COc3ccc(Cl)cc3)ccc21 | x | -5% | 0% | 9% | 0% | -1.4 | 1% | i | 0%
29 | O=C(O)c1cccc(NS(=O)(=O)c2ccc3nnn(O)c3c2)c1 | -12 | -9% | 8% | 2% | -10% | -0.5 | -2% | -6%[57.5 µM] | 7%
30 | CCOc1cc(/C=N/NC(=O)Cn2nc([N+](=O)[O-])cc2C)cc(Br)c1OCc1ccccc1C | x | 0% | 4% | 1% | -10% | -3.3 | -1% | -1%[57.5 µM] | 5%
31 | Cc1cccc2c(C(=O)N3CCCCC3)cc(-c3ccccc3)nc12 | -1 | -9% | -2% | -16% | -6% | 1.2 | 13% | i | u
32 | COc1ccccc1NS(=O)(=O)c1cccc(C(=O)NCC(c2cccs2)N(C)C)c1 (stereo not drawn) | 5 | 12% | -4% | 10% | -5% | 2.0 | -6% | -54%[inhibitor] | -17%
33 | Cc1cc(C)c2c(c1)NC(c1cc3c(cc1Br)OCO3)C1CC=CC21 (stereo not drawn) | 1 | -18% | 10% | -18% | -9% | 0.7 | -20% | -15% | u
34 | CN(CC1CCOCC1)C(=O)CC1C(=O)NCCN1CC(c1ccccc1)c1ccccc1 (stereo not drawn) | -2 | -3% | 2% | 5% | -6% | 1.0 | 0% | i | 3%
35 | O=C(NCc1ccccc1F)Nc1nnc([C@H]2C[C@H](O)[C@@H](CO)O2)s1 | -6 | 5% | -8% | 14% | -7% | -0.1 | -7% | u | -4%
36 | C/C(CCN1CCc2nc(-c3ccccc3)c(-c3ccccc3)cc2C1)=N\O[C@@H](C)c1cc(-c2c(C)cc(C)cc2C)no1 | 4 | -27% | 5% | -7% | -1% | -0.4 | -4% | -3% | u
37 | CCC(Sc1nc(C)cc(=O)[nH]1)C(=O)Nc1nc(-c2ccccc2)cs1 (stereo not drawn) | x | -11% | -7% | 9% | u | -2.0 | 0% | -8%[57.5 µM] | 0%
38 | COc1ccc(OCCC(=O)NC2=NCCS2)cc1 | 4 | -4% | -4% | 11% | -2% | -3.0 | 5% | -5%[57.5 µM] | 21%
39 | CCOC(=O)C1CCCN(S(=O)(=O)c2ccc3c4c2CC(=O)N4CC(C)S3)C1 (stereo not drawn) | 0 | -2% | -2% | -4% | -3% | -0.5 | 8% | -93%[inhibitor] | -11%
40 | CC(=O)Oc1ccc(C(=O)O)cc1OC(C)=O | x | 2% | 1% | 14% | -10% | -2.2 | 5% | i | 4%
41 | NC(=O)NC(=O)COC(=O)c1ccc2noc(-c3ccccc3)c2c1 | -7 | -4% | 3% | 32%[activator] | -2% | 2.0 | 26% | -23% | 15%
42 | COc1ccc(CN(C)C(=O)COC(=O)c2cnc(Cl)c(Cl)c2)cc1 | 2 | -22% | -14% | -24% | -9% | 2.2 | 13% | -1% | 4%
43 | COC(=O)c1ccc(NC(=O)C(=O)N2CCN(C(=S)Nc3ccccc3OC)CC2)cc1 | 1 | -7% | 2% | -9% | -1% | 1.4 | -10% | i | 2%
44 | COC(=O)C1=C(C)OC(N)=C(C#N)C1c1ccccc1F (stereo not drawn) | x | 7% | 3% | 7% | -3% | 0.6 | -16% | 0%[57.5 µM] | -2%
45 | S=C(NCCc1ccccc1)Nc1ccc(Nc2ccccc2)cc1 | -16 | -19% | 22% | u | u | -1.2 | 5% | -23% | u
46 | O=C(NC1CCCCC1)C1c2ccccc2OCC(=O)N1Cc1ccccn1 (stereo not drawn) | -1 | -1% | 1% | -5% | -6% | -0.2 | -1% | -1% | 18%
47 | O=C(CSc1nnc(-c2ccc(F)cc2)c2ccccc12)Nc1ccccc1 | 1 | -25% | -1% | 9% | -4% | -2.8 | 17% | -9% | u

This is a subset; the hit share may differ from the screen's.
